Screens deposited in PubChem by The Scripps Research Institute Molecular Screening Center.
ADAM17 inh – inhibitors of human ADAM17; 370,000 tested, 0.83% active; inhibition, % at 6.95 µM; recombinant ADAM17, EDANS/DABCYL FRET peptide cleavage; P78536;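 active = inhibition above the mean of compounds lying between control limits plus 3 SD, set per campaign, cut at about 8.5% in these data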;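 note: 0% = DMSO-only wells as the low control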
ssDAF12 agonist – activators of S. stercoralis DAF-12 nuclear receptor; HEK293 ssDAF-12/GRIP1 lit1-tk-luc reporter, luminescence; % of 3 µM dafachronic acid response; activation, % at 6.8 µM; 370,000 tested, 1% active; AID 652126;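 active = activation above the mean over all tested compounds plus 3 SD, cut at about 0.9% in these data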;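 note: 0% = DMSO-only wells and 100% = 3 µM delta7-dafachronic acid wells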
DAX1 inh-1 – inhibits human nuclear receptor DAX1; P51843; HEK293 Gal4-DAX1 luciferase reporter, luminescence; inhibition, % at 6.75 µM; 340,000 tested, 0.99% active; AID 504766;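 active = inhibition above the mean over all tested compounds plus 3 SD, cut at about 4.2% in these data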;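 note: 0% = DAX1-transfected cells with DMSO and 100% = empty-vector control cells with DMSO; inhibition shows as a rise in luminescence from relieved DAX1 repression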
HGIII-sPLA2 inh – Blocks human group III sPLA2 activity | QFRET BODIPY PC-A2 liposome hydrolysis, fluorescence | 370,000 tested, 0.56% active | inhibition, % at 12.2 µM;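 active = inhibition above mean plus 3 SD of compounds lying within the high and low control bounds, cut at about 19% in these data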;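 note: 0% = median of test compound wells and 100% = no enzyme DMSO wells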
FXN GAA850 act – activators of GAA850 frataxin (FXN) promoter. HEK293 lucGAA850 FXN promoter luciferase reporter, 24 h; percent of 10 µM SAHA response. 360,000 tested, 0.56% active. activation, % at 6 µM. AID 540364;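 active = activation above the average of all compounds screened plus 3 SD, cutoff fixed separately per campaign, cut at about 7.5% in these data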;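 note: 0% = DMSO wells and 100% = 10 µM SAHA wells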
PLCb3 inh – PLC-beta3 (human) inhibition, primary screen; Q01970; Purified PLC-beta3, fluorogenic substrate, fluorescence; inhibition, % at 12.2 µM; 370,000 tested, 0.18% active; AID 720704; in the data active = inhibition above about 11%;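 note: 0% = median of compound wells on plate and 100% = full blocker control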
Target sequence (Q01970 whole entry, looked up): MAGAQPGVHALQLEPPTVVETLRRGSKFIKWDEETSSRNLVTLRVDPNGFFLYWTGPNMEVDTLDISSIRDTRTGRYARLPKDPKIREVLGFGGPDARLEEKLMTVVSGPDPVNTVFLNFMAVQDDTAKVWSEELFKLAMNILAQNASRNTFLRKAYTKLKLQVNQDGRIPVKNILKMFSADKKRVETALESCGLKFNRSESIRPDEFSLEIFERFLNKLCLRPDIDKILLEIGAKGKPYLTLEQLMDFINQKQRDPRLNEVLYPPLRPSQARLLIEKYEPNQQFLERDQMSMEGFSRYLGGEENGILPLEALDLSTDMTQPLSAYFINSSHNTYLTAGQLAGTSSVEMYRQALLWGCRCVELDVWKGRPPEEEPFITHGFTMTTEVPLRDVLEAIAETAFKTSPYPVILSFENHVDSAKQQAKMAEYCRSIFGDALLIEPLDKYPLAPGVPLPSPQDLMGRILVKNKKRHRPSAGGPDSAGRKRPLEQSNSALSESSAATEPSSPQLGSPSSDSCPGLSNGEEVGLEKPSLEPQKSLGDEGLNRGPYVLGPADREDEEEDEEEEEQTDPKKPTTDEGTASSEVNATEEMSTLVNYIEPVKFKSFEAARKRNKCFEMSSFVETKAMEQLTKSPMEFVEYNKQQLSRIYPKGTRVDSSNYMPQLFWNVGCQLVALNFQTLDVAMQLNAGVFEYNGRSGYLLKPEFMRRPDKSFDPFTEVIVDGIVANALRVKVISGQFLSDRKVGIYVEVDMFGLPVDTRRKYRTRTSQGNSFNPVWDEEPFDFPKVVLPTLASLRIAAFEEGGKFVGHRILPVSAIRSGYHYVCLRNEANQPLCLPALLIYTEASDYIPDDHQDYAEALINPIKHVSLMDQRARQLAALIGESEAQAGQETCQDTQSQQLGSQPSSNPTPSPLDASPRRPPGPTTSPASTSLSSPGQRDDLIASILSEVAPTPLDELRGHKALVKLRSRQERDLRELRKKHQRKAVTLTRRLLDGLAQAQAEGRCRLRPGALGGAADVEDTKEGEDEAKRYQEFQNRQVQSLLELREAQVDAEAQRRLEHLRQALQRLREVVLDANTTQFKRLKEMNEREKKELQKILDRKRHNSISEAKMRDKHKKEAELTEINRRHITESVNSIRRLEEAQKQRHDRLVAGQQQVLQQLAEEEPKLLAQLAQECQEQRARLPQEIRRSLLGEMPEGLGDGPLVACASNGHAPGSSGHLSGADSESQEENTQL
ADAM10 inh – inhibitors of human ADAM10; 370,000 tested, 0.62% active; recombinant ADAM10, EDANS/DABCYL FRET peptide cleavage, 3 h; AID 720582; O14672; inhibition, % at 7 µM;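 active = inhibition above a per-campaign cutoff equal to the mean of compounds falling between control-based bounds plus 3 SD, cut at about 20% in these data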;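 note: 0% = DMSO wells while the 100% control is not disclosed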
DAX1 inh-2 – DAX1 (NR0B1) inhibition, primary screen; HEK293T StAR-luciferase reporter, SF-1/DAX-1 repression relief; inhibition, % at 6.8 µM; 370,000 tested, 1.1% active; AID 652010;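 active = inhibition above the mean over all tested compounds plus 3 SD, cut at about 3.6% in these data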;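 note: 0% = DAX-1 cells with DMSO and 100% = cells lacking DAX-1 with DMSO; higher inhibition means more luminescence from relief of DAX-1 repression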
hcDAF12 agonist – activators of H. contortus DAF-12 nuclear receptor; AID 652067; HEK293 hcDAF-12 lit1-tk-luc reporter, luminescence; 0% DMSO, 100% Δ7-dafachronic acid; activation, % at 6.8 µM; 370,000 tested, 1.4% active;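 active = activation above the mean of all tested compounds plus 3 SD, cut at about 5.5% in these data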;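 note: 100% = response to 3 µM Δ7-dafachronic acid high control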
PLC-gamma1 inh – inhibitors of human phospholipase C gamma1; P19174; purified PLC-gamma1, fluorogenic substrate, fluorescence; inhibition, % at 12.2 µM; 370,000 tested, 0.84% active; in the data active = inhibition above about 9.5%
hgDAF12 agonist – hgDAF-12 agonism, primary luciferase screen | HEK293 GAL4-hgDAF12 UAS-luciferase reporter, agonist luminescence; normalized to butyrate control | activation, % at 6.8 µM | 370,000 tested, 1.8% active | AID 687014;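 active = activation above a cutoff set at the mean of all screened compounds plus 3 SD, cut at about 10% in these data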;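 note: 0% = DMSO wells and 100% = sodium butyrate wells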
Starred values were filed as active, the others as inactive; i = inactive; · = not tested or not shown.

SMILES	ADAM17 inh	ssDAF12 agonist	DAX1 inh-1	HGIII-sPLA2 inh	FXN GAA850 act	PLCb3 inh	ADAM10 inh	DAX1 inh-2	hcDAF12 agonist	PLC-gamma1 inh	hgDAF12 agonist
CCOc1ccc(-n2cnnn2)cc1S(=O)(=O)NCCc1ccc(OC)c(OC)c1	-2	-1.2	0.3	-1	-0.7	6	3	0.7	-0.4	-2	-0.8
CN1CCC(Oc2ccc(Sc3ccccc3)cc2)CC1	0	-0.8	0.0	-28	4.4	6	-3	0.8	5.5	8	11*
Cc1ccc(C(=O)C2C(=O)C3CCC2C3)cc1 (stereo unspecified)	0	-0.2	·	3	-2.8	3	-1	2.8	2.1	0	8.7
CCN1CCN(CCCN(Cc2ccco2)C(=S)Nc2cc(Cl)ccc2C)CC1	-3	-1.6	0.8	4	-1.4	1	6	0.8	-0.9	-1	-2.9
CCCNc1ncnc2onc(C)c12	9.8*	-1.8	-0.6	-4	-1.7	6	5	0.3	1.6	5	-0.2
O=C(CN1CCSC1=O)N1CCN(S(=O)(=O)c2ccc(Cl)cc2)CC1	-5	-1.4	-0.6	11	0.0	-6	-16	0.3	-0.8	0	-0.3
COC(=O)C1CCN(C(=O)c2sc3nc(-c4ccc(F)cc4)cn3c2C)CC1	-5	-1.4	-0.2	4	0.9	1	1	-0.6	-0.8	-1	-0.4
O=C(NC(=S)NCCO)c1cn(-c2ccccc2)nc1-c1ccccc1	1	-2.0	1.9	5	2.3	8	5	-0.2	-0.1	7	3.5
CC1CC/C(=C\c2ccc3c(c2)OCO3)C(=O)/C1=C/c1ccc2c(c1)OCO2 (stereo unspecified)	1	-0.8	-0.5	-2	2.5	-59	3	1.0	-1.4	-41	-0.3
O=C(Nc1ccc([N+](=O)[O-])cn1)c1cc(-c2cccc(Br)c2)nc2ccccc12	2	-0.8	0.4	5	-0.1	8	2	0.5	0.7	9	3.0
CC1(C)CC(=O)C(Sc2ccccc2)=C(O)C1	1	-1.4	1.7	-4	-1.6	-5	2	0.2	-0.2	-1	-0.1
Cc1noc(C)c1C(=O)N1CCC1(C)C(=O)NS(=O)(=O)c1ccc(F)cc1F (stereo unspecified)	-3	-0.7	·	11	2.9	0	-17	0.4	0.0	5	-1.6
COc1ccc(/C=C/CN2CCN(Cc3cccc(OC)c3)C(CCO)C2)cc1 (stereo unspecified)	-3	-1.7	4.2*	-4	0.7	3	-2	-0.6	0.6	-1	1.1
O=C(CNS(=O)(=O)c1cccc2nonc12)NCc1ccc(F)cc1	-3	-0.7	0.2	-5	-1.5	1	1	-0.4	-1.5	1	0.3
O=C(Nc1nnc(SCc2cccnc2)s1)C1CC(=O)N(c2ccc(F)cc2)C1 (stereo unspecified)	-3	-1.2	1.1	-6	-1.2	-18	3	-0.8	0.0	-3	4.6
COc1ccc(C(=O)C2CCCN(C(=O)c3ccc(OC)o3)C2)c(C)c1 (stereo unspecified)	-1	-0.8	-0.2	-7	1.3	-10	-11	-1.6	-0.1	-7	-3.3
O=C(NN=Cc1ccccc1C(=O)O)C(=O)NN=Cc1ccccc1C(=O)O	-2	-1.1	-1.3	4	-2.8	0	-8	0.6	-1.0	3	1.3
O=c1[nH]c2c(=O)[nH]cnc2nc1-c1ccccc1	-366	-0.8	-0.6	3	0.4	i	i	-0.3	-0.5	i	0.3
CCn1c(COc2ccc(OC)cc2)nc2ccccc21	5	-0.4	0.7	5	3.6	2	2	0.6	-0.7	0	4.6
COc1ccc(CCNC(=O)C2CC3Cn4c(nc5cc(Cl)c(Cl)cc54)C3N2C)cc1 (stereo unspecified)	1	0.0	1.8	-5	-2.0	2	1	0.0	-1.3	3	-2.5
COc1cccc(CC(NC(C)=O)C(=O)NC2CCN(C(=O)c3ccncc3)CC2)c1OC (stereo unspecified)	0	-0.7	0.9	2	-0.1	-4	-1	-0.3	0.5	0	-0.3
Cc1ccc(N2CCN(/N=C/c3cccnc3)CC2)cc1	-3	-1.2	-0.2	6	-0.7	-1	-2	-0.3	-2.1	1	-0.3
CCCCCCc1cc2cc(S(=O)(=O)c3ccc(F)cc3)c(=O)oc2cc1O	-77	-1.1	-0.9	3	-1.5	-62	-278	0.3	0.9	-52	-0.8
C[C@]12C(=O)N(c3cccc(Cl)c3)C(=O)N1[C@@H]1c3ccccc3OC[C@@H]1[C@H]2c1ccccc1	4	-1.8	-0.1	-7	-1.4	2	16	-0.4	-1.6	-1	0.2
COc1ccc(C(N)c2csc(Nc3ccc(C(=O)c4ccccc4)cc3)n2)cc1 (stereo unspecified)	-2	-1.3	·	3	-2.3	-180	-21	-3.1	-1.8	-128	2.3
Cc1ccc(N2CN(S(=O)(=O)c3cccc([N+](=O)[O-])c3)c3nc4ccccc4nc32)cc1	0	-0.4	0.1	-4	0.0	-11	-1	0.7	1.0	1	1.4
COC(=O)CCN(Cc1cccc(OC)c1OC)S(=O)(=O)c1ccccc1Br	0	-1.3	·	-2	·	0	4	-2.0	-2.3	3	1.1
O=C(Nc1ccc(Cl)c(Cl)c1)OCc1cnc(Cl)s1	2	-0.1	-0.2	-3	6.5	0	10	0.3	0.6	-2	0.8
Cc1cc(-c2nc3ncccc3o2)ccc1NC(=O)c1ccc([N+](=O)[O-])o1	-4	-1.4	0.3	-11	0.6	-10	-6	0.2	2.1	-3	-2.1
COC(=O)C1=NNC2(c3ccc(Cl)cc3)C(=O)N(c3ccccc3)C(=O)C12 (stereo unspecified)	0	-1.3	0.8	6	-1.2	3	9	-0.1	0.3	2	5.3
CCOC(=O)/C=c1\s/c(=C\c2ccc(-c3ccccc3)cc2)c(=O)n1CC(=O)NCc1ccc2c(c1)OCO2	-2	-0.9	-0.9	-4	2.2	-13	0	0.1	-0.3	-6	0.8
COc1ccc(/C=N/NC(=O)c2ccncc2)c(C(=O)O)c1OC	-7	-0.8	2.8	10	2.3	-12	2	0.5	-0.9	-2	-2.2
C=CCNC(=S)NCc1cccnc1	-2	-0.1	-0.1	5	0.2	-2	-6	-0.3	-2.4	2	2.6
COc1ccc(C(=O)Nc2ccc(NC(=O)c3ccco3)c(Cl)c2)cc1OC	-8	-1.9	-1.2	-1	-1.7	6	-8	-0.5	-2.7	-5	0.2
COc1ccc(S(=O)(=O)N(CC(=O)NCc2cccnc2)C2CCCCC2)cc1OC	-2	-1.6	0.5	-4	0.6	-3	-3	-0.4	-1.5	2	-5.7
Cc1ccc(S(=O)(=O)Nc2ccc(O)c3ncccc23)cc1	4	-1.2	-4.0	-27	0.7	1	1	-3.2	0.2	-2	-10
CCCCCN(C(=O)CCC(=O)OCc1cc(C)ccc1C)c1c(N)n(CCCC)c(=O)[nH]c1=O	0	-0.8	-1.6	1	0.5	-4	-14	1.0	0.1	4	2.8
COc1cc(NC(=O)c2ccco2)c(OC)cc1NC(=O)Nc1ccccc1Cl	0	-1.0	-1.3	0	-1.1	-2	7	-0.4	0.0	-4	-1.0
COc1ccc(NC(=O)N(C)C[C@H]2Oc3ncc(Br)cc3C(=O)N([C@H](C)CO)C[C@@H]2C)cc1	-3	-1.1	0.8	3	1.8	2	-4	-0.6	-2.2	1	0.2
COc1ccc(OC)c(C(=O)N(C[C@H]2CC[C@@H]([C@@H]3CC[C@H](CO)O3)O2)C(C(=O)NC(C)(C)C)c2ccc(-c3ccccc3)cc2)c1 (stereo partly specified)	0	-1.5	-1.5	-4	-0.5	-3	-7	-1.5	-0.4	0	-0.8
O=C1N2CCSC2=NC1(Nc1nccs1)C(F)(F)F (stereo unspecified)	-2	-0.3	0.2	-4	0.0	0	-96	0.1	-1.7	0	1.1
Cc1ccc(C(C(=O)NC(C)(C)C)N(C(=O)c2csnn2)c2ccccc2F)o1 (stereo unspecified)	-1	-1.3	-0.2	0	1.7	4	5	0.2	-0.9	0	-1.9
CC#C[C@@H](CC)c1ccc2ccn(C)c2c1	0	-1.2	0.0	-6	1.4	-5	1	-0.8	-1.3	0	2.9
CC(=O)NCCC1CCCCN1Cc1nc(Cc2cccc(C(F)(F)F)c2)no1 (stereo unspecified)	6	-0.1	1.4	-1	0.7	5	0	1.0	0.0	4	-2.5
Cc1cc(C)nc(SCc2ccc([N+](=O)[O-])cc2)n1	-5	-1.9	0.2	0	2.4	-6	-8	-0.6	-1.1	0	-1.3
CC(C)(C)C(=O)NC(NC(=S)Nc1sc2c(c1C#N)CCCC2)C(Cl)(Cl)Cl (stereo unspecified)	-2	-0.2	0.2	0	-3.0	-2	0	0.0	-1.3	-3	-0.6
CNC(=O)COC(=O)c1cc(SC)ccc1Cl	-25	-1.5	-0.5	-3	0.8	-20	-66	-0.6	1.2	-8	-0.7
O=C(COc1ccccc1O)N1CCN(C(=O)c2ccco2)CC1	-4	-0.9	-1.6	-2	0.7	0	3	0.4	-1.0	2	-1.2
O=C(NCc1ccco1)c1cccc(Nc2nc3ccc(Br)cc3[nH]2)c1	3	-0.7	0.8	-12	1.0	-1	9	-0.2	-2.4	-1	-2.0
O=C1C2C3C=CC(C3)C2C(=O)N1c1cccc(N2C(=O)C3C4C=CC(C4)C3C2=O)n1 (stereo unspecified)	-7	-1.0	0.2	12	-2.2	-11	-9	-0.1	-0.7	-3	2.1
O=C(Nc1ccc(F)cc1)OCc1cn(Cc2cccc(F)c2F)nn1	0	-0.4	·	-8	·	-2	4	-1.1	0.9	-2	-0.1

An excerpt of these results, with two lines to a compound.
Value order: ADAM17 inh | ssDAF12 agonist | DAX1 inh-1 | HGIII-sPLA2 inh | FXN GAA850 act | PLCb3 inh | ADAM10 inh | DAX1 inh-2 | hcDAF12 agonist | PLC-gamma1 inh | hgDAF12 agonist
> COc1ccc(C(=O)Nc2ccc(NC(=O)c3ccco3)c(Cl)c2)cc1OC
    -8 | -1.9 | -1.2 | -1 | -1.7 | 6 | -8 | -0.5 | -2.7 | -5 | 0.2
> COc1ccc(S(=O)(=O)N(CC(=O)NCc2cccnc2)C2CCCCC2)cc1OC
    -2 | -1.6 | 0.5 | -4 | 0.6 | -3 | -3 | -0.4 | -1.5 | 2 | -5.7
> Cc1ccc(S(=O)(=O)Nc2ccc(O)c3ncccc23)cc1
    4 | -1.2 | -4.0 | -27 | 0.7 | 1 | 1 | -3.2 | 0.2 | -2 | -10
> CCCCCN(C(=O)CCC(=O)OCc1cc(C)ccc1C)c1c(N)n(CCCC)c(=O)[nH]c1=O
    0 | -0.8 | -1.6 | 1 | 0.5 | -4 | -14 | 1.0 | 0.1 | 4 | 2.8
> COc1cc(NC(=O)c2ccco2)c(OC)cc1NC(=O)Nc1ccccc1Cl
    0 | -1.0 | -1.3 | 0 | -1.1 | -2 | 7 | -0.4 | 0.0 | -4 | -1.0
> COc1ccc(NC(=O)N(C)C[C@H]2Oc3ncc(Br)cc3C(=O)N([C@H](C)CO)C[C@@H]2C)cc1
    -3 | -1.1 | 0.8 | 3 | 1.8 | 2 | -4 | -0.6 | -2.2 | 1 | 0.2
> COc1ccc(OC)c(C(=O)N(C[C@H]2CC[C@@H]([C@@H]3CC[C@H](CO)O3)O2)C(C(=O)NC(C)(C)C)c2ccc(-c3ccccc3)cc2)c1 (stereo partly specified)
    0 | -1.5 | -1.5 | -4 | -0.5 | -3 | -7 | -1.5 | -0.4 | 0 | -0.8
